D1 potentiator – enhances dopamine response at the human D1 receptor; AID 504651; P21728; HEK293 TREx D1 cells, calcium flux, dopamine EC20 potentiation; potentiation, % at 10 µM; 360,000 compounds, 0.036% hits; in the data active = potentiation above about 30%; note: 0% is about no effect
Target sequence (P21728 whole entry, looked up): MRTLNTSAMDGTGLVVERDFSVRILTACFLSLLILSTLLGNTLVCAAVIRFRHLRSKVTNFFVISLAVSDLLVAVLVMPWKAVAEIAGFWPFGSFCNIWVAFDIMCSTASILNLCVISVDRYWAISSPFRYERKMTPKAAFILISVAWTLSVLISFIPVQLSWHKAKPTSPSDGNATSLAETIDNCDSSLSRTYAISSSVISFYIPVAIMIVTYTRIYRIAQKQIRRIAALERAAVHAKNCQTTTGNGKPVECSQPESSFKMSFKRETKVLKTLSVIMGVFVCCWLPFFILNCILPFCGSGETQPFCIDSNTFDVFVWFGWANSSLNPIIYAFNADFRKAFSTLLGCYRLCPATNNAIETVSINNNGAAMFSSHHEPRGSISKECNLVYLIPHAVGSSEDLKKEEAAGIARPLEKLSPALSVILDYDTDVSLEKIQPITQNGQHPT
D2 antag – antagonists of human D2 dopamine receptor; 340,000 compounds, 2% hits; HEK293 TREx D2 cells, calcium flux, dopamine EC80; AID 485344; inhibition, % at 10 µM; P14416; in the data active = inhibition above about 30%; note: 0% is about no effect
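Compounds are added to dye-loaded, induced HEK293 T-REx cells coupled to calcium release via D2; after a 3 min kinetic read an EC80 dopamine stimulus is given and fluorescence is recorded for 3 more min.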
RXFP1 antag – blocks the human relaxin receptor RXFP1 | activity change, negative = inhibition, % at 57.5 µM | 350,000 compounds, 0.59% hits | Q9HBX9 | HEK293-RXFP1, relaxin-stimulated cAMP HTRF, 30 min; hits give low values;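 active = activity change of -60% or lower, but not beyond a set lower limit; inconclusive = change between -60% and -40%, or beyond the set limit; inactive = change above -40%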; note: % is set by controls: 0 for no effect and ±100 for the full control effect
TRHR enhancer – TRH receptor (human) allosteric enhancement; TRHR cells, fluo-8 calcium fluorescence, EC20 TRH enhancement; 360,000 compounds, 0.66% hits; P34981; enhancement, % at 2 µM; in the data active = enhancement above about 30%; note: 0% is about no effect
Target sequence (P34981 whole entry, looked up): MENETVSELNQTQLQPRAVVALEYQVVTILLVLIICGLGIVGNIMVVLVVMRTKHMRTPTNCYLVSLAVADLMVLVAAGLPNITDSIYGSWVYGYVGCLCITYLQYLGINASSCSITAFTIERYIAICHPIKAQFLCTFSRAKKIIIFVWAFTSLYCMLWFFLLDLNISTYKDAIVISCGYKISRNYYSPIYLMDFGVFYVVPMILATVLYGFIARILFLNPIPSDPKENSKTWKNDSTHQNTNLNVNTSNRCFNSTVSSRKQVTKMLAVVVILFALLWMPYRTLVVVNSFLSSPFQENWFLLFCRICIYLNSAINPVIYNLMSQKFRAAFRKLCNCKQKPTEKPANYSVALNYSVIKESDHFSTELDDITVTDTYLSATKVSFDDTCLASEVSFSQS
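TRHR-expressing cells loaded with fluo-8 calcium dye were read kinetically (ex 480/em 530) during compound addition, then stimulated with an EC20 of TRH (10 nM final). Enhancement of the Gq-mediated intracellular calcium response was scored.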
D2 potentiator – positively modulates the human D2 dopamine receptor allosterically; HEK293 T-REx D2, calcium flux, EC20 dopamine potentiation; potentiation, % at 10 µM; 340,000 compounds, 0.34% hits;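 active = potentiation over 3 SD above the plate norm, cut at about 30% in these data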; note: 0% is about no effect
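Tetracycline-induced HEK293 T-REx cells force-coupled to calcium signalling expressed D2; compounds were pin-added after a 10 s baseline, read kinetically 180 s, then an EC20 dopamine challenge followed with a further 180 s calcium read.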
TRHR agonist – TRH receptor (human) agonism; activation, % at 2 µM; 360,000 compounds, 0.18% hits; TRHR cells, calcium flux fluo-8, FDSS agonist mode; note: 0% is about no effect
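Steps: seed TRHR cells overnight; add fluo-8 no-wash Ca dye, RT 30 min–1.5 h; record 10 s baseline; pin-transfer compounds; monitor fluorescence 1 cycle/s for the agonist window. Calcium increases flag candidate agonists.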
D1 antagonist – human D1 dopamine receptor antagonism; P21728; 360,000 compounds, 3.2% hits; HEK293 TREx D1 cells, calcium flux, dopamine EC80; hits give low values; AID 504652; activity change, negative = inhibition, % at 10 µM; in the data active = activity change below about -30%; note: % is set by controls: 0 for no effect and ±100 for the full control effect
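Tetracycline-induced HEK293 Trex D1 cells, force-coupled to calcium, dye-loaded; compounds added and read 180 s, then EC80 dopamine added and calcium flux tracked kinetically another 180 s.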
D1 ag – agonists of human D1 dopamine receptor; HEK293 T-REx D1 cells, calcium flux, agonist mode; activation, % at 2 µM; 360,000 compounds, 1% hits; AID 504660; note: 0% is about no effect
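Tetracycline-induced HEK293 TREx D1 cells, force-coupled to calcium signalling, were dye-loaded with a no-wash calcium kit. Compound was pin-added after a 10 s baseline. Fluorescence was read kinetically at 1 cycle/s for 180 s, with calcium rises flagged as agonism.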
D2 ag – agonists of human D2 dopamine receptor | HEK293 T-REx D2 cells, calcium flux agonist mode | activation, % at 2 µM | 340,000 compounds, 0.53% hits | AID 485358;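 active = activation over 3 SD above normal in the single-dose calcium agonist read, cut at about 30% in these data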; note: 0% is about no effect
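HEK293 Trex D2 cells, tetracycline-induced, o/n 30 C 5% CO2; no-wash Ca dye, RT 30–90 min; 10-cycle baseline, 23 nl cpd added, kinetic Ca read 180 s; agonist hits = positive Ca response.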
* hit, by the source's call; ? = inconclusive; . = no result given. Cut-off read from the data, not from the text of the source, unless noted: active = activation above about 30%; inactive = the rest.

SMILES | D1 potentiator | D2 antag | RXFP1 antag | TRHR enhancer | D2 potentiator | TRHR agonist | D1 antagonist | D1 ag | D2 ag
CCCn1c(N)c(N2CCCCC2)c(=O)n(CC(=O)Nc2ccccc2)c1=O | -2 | -10 | -10 | 11 | 13 | -0.3 | 3 | 3 | 0.3
O=C(O)CCN(Cc1ccccc1)S(=O)(=O)c1c(Cl)cccc1Cl | 7 | -9 | ? | -6 | 3 | -0.2 | -7 | 4 | -1.2
CN(c1nc2nonc2nc1NC1CC1)C1CCOC1 (stereo not drawn) | 2 | 9 | 3 | 2 | -10 | -0.5 | -13 | 3 | 0.6
Cc1ccc(Nc2ccc(-n3ccnc3)nn2)cc1C | -7 | 1 | -24 | -2 | 1 | -0.4 | 8 | 0 | 0.1
NS(=O)(=O)c1ccc(-c2c(-c3ccccc3)sc3ccccc23)cc1 | -4 | . | . | -2 | . | -0.2 | . | 0 | .
C=CCNC(=O)c1ccc(Cn2c(=S)[nH]c3cc4c(cc3c2=O)OCO4)cc1 | -4 | -14 | ? | 21 | -13 | -0.2 | 0 | 4 | -0.6
Cc1ccc(CN2CCc3nc(N4CCN(c5ncccn5)CC4)ncc3C2)cc1 | 2 | . | -10 | 2 | 6 | -0.5 | -2 | 1 | -1.7
Cc1ccccc1OCCNC(=O)c1ccc2ccccc2n1 | 12 | -31 | -26 | -2 | -4 | -0.1 | 10 | 3 | 1.2
COc1ccc(CNC/C=C/c2ccccc2)cc1 | -2 | -11 | 5 | 4 | -16 | 0.5 | 6 | 11 | 0.4
Cc1cc(C)cc(NC(=O)c2cc(C)nn2C)c1 | -1 | 2 | 9 | 10 | -14 | -0.5 | -7 | 3 | 34*
O=C(Nc1cscc1S(=O)(=O)c1ccccc1)c1ccccc1Cl | -2 | -12 | -8 | 7 | -2 | -0.4 | -8 | 3 | 0.1
C/C(=N/OC(=O)c1ccc(Cl)cc1Cl)c1oc(C)nc1C | -3 | -8 | -11 | 2 | -4 | 0.4 | -5 | 1 | 0.0
COc1ccnc(Oc2ccc(C)cc2C)c1C#N | -4 | -6 | -15 | 3 | 2 | -0.7 | -11 | -1 | 0.4
O=C(CNC(=O)c1cc(=O)[nH]c2ccccc12)Nc1ccc(F)c(F)c1 | -2 | -12 | -3 | -1 | 0 | 0.5 | -3 | 1 | 1.7
COc1ccc(C)cc1NC(=O)C1CCCCC1C(=O)O (stereo not drawn) | 0 | 9 | -11 | 8 | -1 | 0.1 | 4 | 0 | 0.7

Reformatted: entries from further up.
Values run as follows: D1 potentiator | D2 antag | RXFP1 antag | TRHR enhancer | D2 potentiator | TRHR agonist | D1 antagonist | D1 ag | D2 ag
> Cc1ccc(CN2CCc3nc(N4CCN(c5ncccn5)CC4)ncc3C2)cc1
  2 | . | -10 | 2 | 6 | -0.5 | -2 | 1 | -1.7
> Cc1ccccc1OCCNC(=O)c1ccc2ccccc2n1
  12 | -31 | -26 | -2 | -4 | -0.1 | 10 | 3 | 1.2
> COc1ccc(CNC/C=C/c2ccccc2)cc1
  -2 | -11 | 5 | 4 | -16 | 0.5 | 6 | 11 | 0.4
> Cc1cc(C)cc(NC(=O)c2cc(C)nn2C)c1
  -1 | 2 | 9 | 10 | -14 | -0.5 | -7 | 3 | 34*
> O=C(Nc1cscc1S(=O)(=O)c1ccccc1)c1ccccc1Cl
  -2 | -12 | -8 | 7 | -2 | -0.4 | -8 | 3 | 0.1
> C/C(=N/OC(=O)c1ccc(Cl)cc1Cl)c1oc(C)nc1C
  -3 | -8 | -11 | 2 | -4 | 0.4 | -5 | 1 | 0.0
> COc1ccnc(Oc2ccc(C)cc2C)c1C#N
  -4 | -6 | -15 | 3 | 2 | -0.7 | -11 | -1 | 0.4
> O=C(CNC(=O)c1cc(=O)[nH]c2ccccc12)Nc1ccc(F)c(F)c1
  -2 | -12 | -3 | -1 | 0 | 0.5 | -3 | 1 | 1.7
> COc1ccc(C)cc1NC(=O)C1CCCCC1C(=O)O (stereo not drawn)
  0 | 9 | -11 | 8 | -1 | 0.1 | 4 | 0 | 0.7

The list goes on.
SMILES | D1 potentiator | D2 antag | RXFP1 antag | TRHR enhancer | D2 potentiator | TRHR agonist | D1 antagonist | D1 ag | D2 ag
CCOC(=O)CSc1nc2sc3c(c2c(=O)n1Cc1ccccc1)CCC(C(C)(C)C)C3 (stereo not drawn) | 2 | . | . | -1 | -10 | 0.9 | -6 | 0 | 0.3
COc1ccc(C(=O)Nc2cccc(/C(C)=N/NC(=O)c3ccc([N+](=O)[O-])cc3)c2)cc1OC | -10 | -2 | 3 | -4 | -4 | -0.4 | -34* | 0 | 0.8
COc1ccc(Cn2c(CNC(=O)Cc3ccc(OC)c(OC)c3)nc3cccnc32)cc1 | -3 | . | -4 | 0 | -4 | -0.2 | -2 | 0 | -0.4
Cc1ccc(NC(=O)CN(C)C(=O)c2ccc3[nH]c4c(c3c2)CC(C)CC4)cc1 (stereo not drawn) | 5 | -3 | 0 | 9 | 8 | 1.0 | 0 | 0 | 0.2
O=C(COC(=O)/C=C/c1ccccc1F)Nc1nnc(-c2ccccc2)o1 | -3 | -8 | -37 | 0 | -3 | -0.2 | 19 | 11 | 0.9
C=CCn1c(SCC(=O)Nc2nccs2)nnc1-c1ccco1 | -7 | 4 | -8 | 4 | 5 | -0.3 | 7 | 4 | 0.0
S=c1nc2ccccc2c2nc(-c3ccccc3Cl)[nH]n12 | 2 | -3 | 12 | 2 | 6 | -1.3 | 4 | -1 | -1.5
Cc1ccc(C(=O)NC(=S)Nc2ccc(NC(=O)c3cccs3)cc2)cc1[N+](=O)[O-] | -5 | -20 | 18 | 7 | 3 | -0.4 | -14 | 2 | -0.7
CC(C)CC(=O)Nc1ccc(C(=O)NN2C(=O)c3ccccc3C2=O)cc1 | 3 | 0 | 6 | 10 | -13 | 0.2 | 13 | 1 | -0.2
CCCCOc1ccc(-c2nnc(-c3ccco3)o2)cc1 | -5 | 10 | -3 | -2 | 5 | -1.1 | 1 | 1 | -0.3
NC(=S)N/N=C1\CC(c2ccc3c(c2)OCCO3)Oc2ccc(F)cc21 (stereo not drawn) | 7 | 9 | -21 | 1 | -4 | -0.5 | 1 | 2 | 0.0
COc1ccc(NC(=O)c2cccc(Oc3ccc([N+](=O)[O-])cc3Cl)c2)cc1 | -7 | -12 | -9 | -3 | 5 | -0.2 | -16 | 4 | 0.9
CC12CCC(c3c(C(=O)O)nn(-c4ccccc4)c31)C2(C)C (stereo not drawn) | -8 | 3 | 3 | 5 | -4 | 0.0 | -27 | 2 | 0.4
O=C(NCCCN1CCCC1=O)c1ccc2c(c1)OCO2 | -3 | 23 | -8 | 6 | 28 | 0.3 | -20 | 1 | -0.1
CCN(CCCn1c(=S)[nH]c2ccc(N3CCOCC3)cc2c1=O)c1ccccc1 | 0 | 0 | -34 | 1 | . | -0.6 | 7 | 1 | 0.1
COc1ccc(S(=O)(=O)N2CCOC23CCN(S(=O)(=O)c2cc(F)ccc2F)CC3)cc1 | -4 | -4 | -7 | 10 | 1 | 0.5 | 1 | 4 | 0.5
CNS(=O)(=O)c1cn(CC(=O)Nc2ccc(F)cc2F)cc1S(=O)(=O)NC | -1 | . | -2 | 7 | 5 | 1.0 | -3 | 0 | 1.2
CCCCOc1ccccc1C1C(C(=O)OC)=CN(CC)C=C1C(=O)OC | -5 | 21 | -4 | -11 | -7 | 0.4 | 14 | 1 | 0.5
CCc1[nH]nc(C(=O)NC2CCCN(Cc3ccccc3F)C2)c1C (stereo not drawn) | -3 | 4 | -16 | 13 | -6 | 0.2 | -14 | 6 | 0.2
Cc1c(-c2ccco2)[n+](=O)c2c(n1[O-])CCCCC2 | 2 | -6 | 31 | 24 | -3 | 0.1 | -2 | 2 | 1.3
Cc1ccc(-n2nc3ccc(NC(=O)C(C)C)cc3n2)cc1 | 4 | . | 0 | 5 | . | -0.7 | 4 | 2 | .
c1ccc2c(Nc3nc4c(s3)CCCC4)cccc2c1 | 1 | -6 | -22 | -5 | 0 | 0.0 | 1 | 3 | -0.7
CCn1nc(C)cc1C(=O)N1CCCC(C(=O)c2ccccc2SC)C1 (stereo not drawn) | 3 | . | -3 | 6 | . | -0.3 | -18 | 9 | .
CCCCCN1CC(O)=C(c2ccccc2)C1=N | -1 | -1 | -2 | -6 | -7 | 0.0 | 1 | 2 | -0.6
Cc1ccc(NC(=O)c2cc(NC(=O)C3CC=CCC3C(=O)O)ccc2N2CCOCC2)cc1 (stereo not drawn) | -4 | -7 | -2 | -5 | 5 | 0.1 | -8 | 1 | 0.4
Cc1c(C(=O)NCc2ccc3c(c2)OCO3)oc2ccccc12 | -4 | -11 | -5 | 3 | 13 | -0.2 | 13 | 0 | 23
COc1cccc(CN(C)c2nc(-c3cccs3)nc3ccccc23)c1 | -3 | 3 | -16 | -8 | -5 | 1.1 | -6 | 8 | 0.9
CCOc1ccccc1N1CCN(S(=O)(=O)c2ccc3c4c(cccc24)C(=O)N3)CC1 | -1 | -32 | -16 | 4 | -4 | -0.4 | 1 | 2 | 0.3
CCCC1CCC(C(=O)n2nc(N)c3cc4ccc(OC)cc4nc32)CC1 (stereo not drawn) | -1 | -6 | . | -4 | -1 | 0.1 | 6 | -2 | 0.3
COc1ccc(OCCCC(=O)NCCc2ccccc2)cc1 | -6 | 22 | -4 | -3 | -3 | -1.3 | 9 | -1 | -1.3
CCOC(=O)C1CCCN(S(=O)(=O)c2ccc(Br)s2)C1 (stereo not drawn) | -2 | -6 | 8 | -1 | -2 | -0.3 | -26 | 4 | 0.4
COc1ccc(Cl)cc1NC(=O)CN(C)C(=O)C12CC3CC(CC(Cl)(C3)C1)C2 | 0 | 14 | -22 | -11 | 6 | -0.5 | 12 | 4 | 0.1
CC(=O)Nc1ccc(OCC(O)Cn2c3ccccc3c3ccccc32)cc1 (stereo not drawn) | -1 | 1 | -9 | 3 | -7 | 1.2 | -21 | 7 | 3.7
CCOC(=O)C1CCN(C(=O)c2cc3cc(Br)ccc3oc2=O)CC1 | -4 | 7 | 3 | -4 | 0 | -0.2 | 34 | -1 | 0.8
COc1ccc(OC)c(/C=N/NC(=O)c2ccc(=O)[nH]n2)c1 | 2 | 27 | 6 | -4 | -3 | -0.8 | -7 | 2 | -1.4
Cc1ccc(NC(=O)NNC(=O)Cn2nc(-c3ccccc3)c(-c3ccccc3)c(C#N)c2=O)cc1 | 0 | 12 | -13 | 2 | 9 | -0.5 | 10 | 3 | 0.8
CCc1nc2ccc(C(=O)NCCc3ccc(OC)cc3)cc2nc1CC | -14 | 3 | -10 | -2 | 1 | 2.1 | -26 | 5 | -0.9
COc1ccc(C(=O)NC(=S)Nc2cccnc2)cc1OC | 0 | -1 | -6 | 1 | 7 | 0.6 | 0 | 1 | -0.5
CCOC(=O)C1CCCN(C(=O)c2ccc(NC(=O)c3nsc4ccccc34)cc2)C1 (stereo not drawn) | -1 | . | -1 | 5 | 9 | -0.6 | -9 | 4 | -1.3

Source: PubChem BioAssay

Not a hit list; about 7.3% have a hit in one of these screens.
